Bioassay records: PubChem BioAssay, National Center for Advancing Translational Sciences (NCATS)
GPT2 inh = inhibitors of human GPT2 alanine aminotransferase; Recombinant GPT2, coupled pyruvate oxidase/HRP Amplex Red fluorescence; Potency, µM (doses to about 57.7 µM), for the others: at the top dose activity change, negative = inhibition, actives largely listed as inhibitors; Q8TD30; AID 1671188; hit rate 0.25% among 100,000; further: potency means the concentration at half of the fitted maximal effect; nearly all actives have a fitted effect of over 60% in size; many of its hits are not listed in these tables
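Fluorescence of coupled pyruvate oxidase/HRP/Amplex Red system (50uM Amplex, 30 min, dark) reports pyruvate formed by GPT2. Enzyme reaction: 10ng/uL GPT2, 2mM L-alanine, 250uM a-KG, 30 min room temperature, pH 7.5; 50uM AOA control.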
FLuc inh = inhibitors of firefly (Photinus pyralis) luciferase. hit rate 2.5% among 76,000. Potency, µM (highest dose often 115 µM), without a hit: at the highest dose activity change, negative = inhibition, actives largely listed as inhibitors. purified P. pyralis luciferase, luminescence, biochemical. P08659; further: potency means the concentration at half of the fitted maximal effect; nearly all actives have a fitted effect of over 65% in size
Target sequence (P08659 whole entry, looked up): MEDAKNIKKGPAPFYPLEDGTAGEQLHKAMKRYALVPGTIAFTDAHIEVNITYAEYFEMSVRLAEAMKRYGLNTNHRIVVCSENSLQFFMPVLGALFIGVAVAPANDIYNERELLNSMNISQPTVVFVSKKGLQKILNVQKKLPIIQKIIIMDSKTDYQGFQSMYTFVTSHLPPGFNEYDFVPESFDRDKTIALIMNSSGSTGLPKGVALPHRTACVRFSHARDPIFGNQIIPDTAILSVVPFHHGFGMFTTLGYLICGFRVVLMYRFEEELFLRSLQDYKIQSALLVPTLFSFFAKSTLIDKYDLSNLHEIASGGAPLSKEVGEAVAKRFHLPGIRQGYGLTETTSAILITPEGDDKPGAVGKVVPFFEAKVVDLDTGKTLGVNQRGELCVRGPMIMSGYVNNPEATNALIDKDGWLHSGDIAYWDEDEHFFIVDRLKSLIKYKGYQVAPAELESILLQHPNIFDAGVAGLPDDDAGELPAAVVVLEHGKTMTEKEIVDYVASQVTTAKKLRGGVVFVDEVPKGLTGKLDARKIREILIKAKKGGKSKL
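Biochemical qHTS: compound (6-point titration) added to 10uM D-luciferin plus 10uM ATP in Tris acetate pH 7.5 buffer with Mg, Tween-20 and BSA, then purified enzyme at 10nM; light output imaged.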
SNCA expr inh = reduces expression of the alpha-synuclein gene; Potency, µM (series often up to 57.2 µM), for inactives: at the top dose activity change, negative = inhibition, actives largely listed as inhibitors; hit rate 0.17% among 140,000; HEK-293 SNCA-luciferase knock-in, luminescence, 24 h; AID 1671194;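 further: potency means the concentration at half of the fitted maximal effect; plate controls were DMSO cells for no effect and cell-free wells for full effect; nearly all actives have a fitted effect of over 45% in size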
HEK cytotox = cytotoxic compounds in HEK 293 cells | HEK 293 viability, ATP luminescence (CellTiter-Glo), 48-72 h | hit rate 6.6% among 94,000 | Potency, µM (titrated, usually from 115 µM), inactives show top-dose activity change, negative = cytotoxicity, most hits filed as inhibitors; further: potency means the concentration at half of the fitted maximal effect; nearly all actives have a fitted effect of over 60% in size
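HEK 293 cells seeded at 250 cells/well were exposed to compound for 48 or 72 hr at 37 degree Celsius. Viability taken as ATP content by CellTiter-Glo luminescence.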
IP6K1 inh = blocks human inositol hexakisphosphate kinase 1 | IP6K1 kinase, ADP-Glo luminescence, 2 h; active compounds read low | activity change, % (series mostly up to about 58 µM) | hit rate 0.81% among 140,000 | AID 1645851; in the data active means activity change below about -25%
Target sequence (Q92551 whole entry, looked up): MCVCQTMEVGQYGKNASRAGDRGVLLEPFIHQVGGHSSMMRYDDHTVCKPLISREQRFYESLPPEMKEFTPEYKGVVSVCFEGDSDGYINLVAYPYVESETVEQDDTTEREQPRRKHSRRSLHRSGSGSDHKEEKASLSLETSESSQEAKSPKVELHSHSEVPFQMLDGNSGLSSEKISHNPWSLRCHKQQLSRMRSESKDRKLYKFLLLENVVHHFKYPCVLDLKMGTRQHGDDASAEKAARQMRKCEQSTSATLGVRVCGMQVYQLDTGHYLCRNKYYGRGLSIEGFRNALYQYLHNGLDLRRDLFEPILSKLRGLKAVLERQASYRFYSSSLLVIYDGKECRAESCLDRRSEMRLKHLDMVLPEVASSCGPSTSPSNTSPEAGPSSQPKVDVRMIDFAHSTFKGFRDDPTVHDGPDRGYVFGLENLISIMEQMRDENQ
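ADP-Glo luminescence measures ADP made by human IP6K1 during a 2 h RT reaction with ATP/IP6 (mix at 1.3 mM/130 uM); top library doses 57.5 and 19.1 uM final.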
3T3 cytotox = cytotoxic compounds in NIH 3T3 cells; NIH 3T3 viability, CellTiter-Glo ATP luminescence, 48-72 h; Potency, µM (titrated, usually from 96.7 µM), inactives show at the highest dose activity change, negative = cytotoxicity, usual class: inhibitors; hit rate 4.3% among 94,000; AID 1345082; further: potency means the concentration at half of the fitted maximal effect; nearly all actives have a fitted effect of over 55% in size
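Mouse fibroblast NIH 3T3 cells, 400 per well, received compound via pintool and were incubated for 48 or 72 hr prior to CellTiter-Glo ATP luminescence measurement.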
SNCA viab count = cell viability loss counter-screen | Potency, µM (top dose mostly 57.1 µM), without a hit: top-dose activity change, negative = cytotoxicity, actives largely listed as cytotoxic | HEK-293-SNCA-luc viability, GF-AFC fluorescence, 24 h | hit rate 0.12% among 150,000;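 further: potency means the concentration at half of the fitted maximal effect; 0% = DMSO-treated cells and -100% = medium-only wells without cells; nearly all actives have a fitted effect of over 30% in size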
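HEK-293-SNCA-luc cells (1500/well) plated 24 h, then exposed 24 h to a dilution series; GF-AFC added 30 min at 37C, fluorescence 405/540 nm; normalised to medium-only and DMSO wells, Hill fit.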
* hit, by the source's call; i = inactive; u = inconclusive; x = no result given; & = joins results of further samples; [ ] = another dose, or the depositor's remark. Unless noted, the call rests on the fitted dose curve; in most records, active means well fitted curve in the direction sought with a large enough effect; inconclusive means small, poorly fitted or top-dose-only effect, or another doubt; inactive means no such curve, though single readings can be large; an effect the other way counts as inactive or inconclusive. Unless noted, on the % scale 0 is the no-effect control and ±100 the full control effect. A portion of the library; count on the stated rates, not on these rows.

Molecule,3T3 cytotox,IP6K1 inh,HEK cytotox,SNCA viab count,SNCA expr inh,FLuc inh,GPT2 inh
CO[C@H]1[C@@H](O)[C@@H](C)O[C@@H](O[C@@H]2C=C3C(OC(C)=O)CC4(O)C(CC[C@]5(C)[C@@H](C6=CC(=O)OC6)CC[C@]45O)[C@@]3(C)CC2)[C@@H]1O (stereo partly specified),x,0.1,x,-40.4%[23.9 µM],x,x,i
COc1ccccc1N1CCN(C(=O)[C@H]2CN3CCC2C[C@@H]3Cn2cc(C(C)(C)O)nn2)CC1 (stereo partly specified),i,9.6,1.4%,5.4%,-20.8%,-4.2%,3.4%
C=CC(C)(C)c1[nH]c2cccc3c2c1C[C@@H]1[C@@H]3[C@@H](OC(C)=O)[C@H](C)CN1C,x,-2.9,x,2.5%,x,x,i
Cc1nc(-c2ccccc2)cc([C@H]2CN3CC[C@H]2C[C@@H]3CNC(=O)N2CCOCC2)n1,89.1µM*,12.7,u,-1.7%[87.6 µM],2.2%[87.6 µM],0.8%[172 µM],0.2%[88.5 µM]
CCOCCCNC(=O)N1[C@H]2CC[C@@H]1c1cnc(-c3ccc(F)cc3)nc1C2,u,4.1,u,-5.5%,u,6.8%,4.2%
COc1cc2c(cc1OCC1CC1)NC(=O)C21CCN(C(=O)c2ccnn2C)CC1,-21.3%[138 µM],-17.4,u,6.1%[87.6 µM],-25.3%[87.6 µM],1.5%[172 µM],i
CN1CCN(C(=O)Cc2c[nH]c3ncc(-c4ccoc4)cc23)CC1,u,-12.3,-3.8%[172 µM],-7.6%[87.6 µM],14.8%[87.6 µM],-5.1%[172 µM],-7.2%[88.5 µM]
O=C1Nc2ccccc2CC12CCCN2Cc1ccncc1 (stereo unspecified),-23.9%,3.9,u,-3.8%,7.5%,x,u
CCc1ccccc1NC(=O)c1cccn(Cc2ccccc2F)c1=O,x,5.3,x,4.6%,-14.2%,x,x
C=CCN1CCC2(CCC1=O)CN(C(=O)Cc1cccnc1)CCN2C (stereo unspecified),3.9%,12.5,i,5.6%,u,-7.0%,-6.2%
COCCOC1CCN(C(=O)c2nn(C)c3ccccc23)CC1,-21.3%,3.6,-8.5%,1.0%[12.5 µM],6.0%,-22.5%,u
O=C(c1ccncc1)N1C[C@@H]2C[C@H](C1)c1ccc(C3CCCCC3)c(=O)n1C2,u,-2.8,-2.6%[172 µM],-3.9%[87.6 µM],-2.4%[87.6 µM],-1.1%[172 µM],4.6%[88.5 µM]
CO[C@H]1[C@H](O)[C@H](O[C@H]2CC[C@]3(C=O)C4CC[C@]5(C)[C@H](C6=CC(=O)OC6)CC[C@]5(O)C4CC[C@@H]3C2)O[C@@H](C)[C@@H]1O (stereo partly specified),x,5.3,x,u,x,x,3.6%[27.3 µM]
O=C(NCc1ccco1)[C@H]1CN2CC[C@H]1C[C@@H]2Cn1cc(CCO)nn1,-2.2%[174 µM],1.1,u,-0.5%[87.6 µM],-1.4%[87.6 µM],-10.0%[172 µM],-10.5%[88.5 µM]
Cn1c(CN2CCC(C#N)(c3ccccc3)CC2)nnc1C1CC(N)C1 (stereo unspecified),-1.8%,9.8,i,-5.4%,-2.0%,6.9%,i
COc1ccccc1-c1cc([C@H]2CN3CC[C@H]2C[C@@H]3CNC(=O)CCC(=O)O)nc(C)n1,-9.6%,7.7,-7.8%,4.2%,-8.3%,-10.7%,i
O=C(NCC1CCOCC1)c1cnc(Nc2ccc(Cl)cc2Cl)nc1C(F)(F)F,x,21.8,x,-4.9%&-11.0%,2.2%,x,-18.6%
CCN(CC)C(=O)c1ccc(C2=CC3(CCNCC3)Oc3cccc(O)c32)cc1,x,0.1,x,u,5.2%,x,u
O=C(Nc1ccc(=O)n2c1[C@@H]1C[C@@H](CN(S(=O)(=O)c3ccccc3)C1)C2)c1cncnc1,u,21.9,u,-2.4%,-5.3%,4.5%,-2.7%
CCCC12CN3CC(C)(CN(C1)C3c1c(C)[nH]c(=O)[nH]c1=O)C2=O (stereo unspecified),x,-13.6,x,-1.0%,-3.3%,x,x
O=C1NCCCCCN[C@H]2CCC[C@@H]12,-13.0%,1.8,u,1.0%,-0.3%,1.6%,4.6%
OC[C@H]1C[C@@H](NC2CCOCC2)[C@H](O)[C@@H]1O,-8.3%[174 µM],-10.0,-6.2%[230 µM],-0.3%[87.6 µM],-20.0%[87.6 µM],7.2%[230 µM],i
Fc1cncc(N2CC3CCC(C2)N3CC(F)(F)F)c1,-3.5%[138 µM],-6.7,-6.7%[172 µM],3.3%[87.6 µM],8.2%[87.6 µM],x,i
Cc1nnc(NC(=O)c2cccn(Cc3ccc(Cl)cc3)c2=O)s1,x,4.7,x,-2.0%,31.9%[activator],x,x
COc1ccc2c(c1)C1(CCN(C(=O)Nc3ccc4c(c3)OCO4)C1)C(=O)N2 (stereo unspecified),i,31.0,-0.6%,4.4%,93.6%[activator],u,i
C[N+]1(C)CCOC(O)(c2ccc(-c3ccc(C4(O)C[N+](C)(C)CCO4)cc3)cc2)C1 (stereo unspecified),x,x,x,-7.8%,4.9%,x,0.7%
CC[C@H]1CN2CC[C@H]1C[C@@H]2CNC(=S)Nc1ccc(N(C)C)cc1,0.5%[174 µM],-33.4*,u,-9.7%[87.6 µM],32.0%[activator][87.6 µM],4.3%[172 µM],8.91µM*
COc1ccccc1-c1cc([C@H]2CN3CC[C@H]2C[C@@H]3CNS(=O)(=O)c2ccccc2)n(C)n1,31.6µM*,6.6,u,9.5%,7.0%,1.3%,0.2%
CCC1(CC)C(=O)C=CNC1=O,x,-5.7,x,-34.7%[23.9 µM],8.0%[25.6 µM],x,i
COc1cccc(NCC(F)Cn2c3ccc(Br)cc3c3cc(Br)ccc32)c1 (stereo unspecified),x,10.2,x,-42.1%,x,x,i
Cc1cc(NC(=O)c2cccn(Cc3cccc(Cl)c3)c2=O)no1,x,1.7,x,-1.6%,41.9%[activator],x,x
C=C1[C@@H](C)[C@H]2[C@H](Cc3ccccc3)NC(=O)[C@]23OC(=O)/C=C/C(=O)CCC[C@@H](C)C/C=C/[C@H]3[C@@H]1O,x,-10.6,x,11.9µM*,x,x,i
CCOc1ccc(NC(=O)c2cccn(Cc3cccc(Cl)c3)c2=O)cc1,x,-2.4,x,u,1.8%,x,x
CC(=O)c1cn(C[C@H]2CC3CCN2C[C@@H]3C(=O)NC(C)C)nn1 (stereo partly specified),0.8%[174 µM],-0.5,i,5.6%[87.6 µM],0.1%[87.6 µM],6.6%[172 µM],i
COc1cc2c(cc1OCc1ccccc1)NC(=O)C21CCN(c2nc(C)cnc2C)CC1,u,-20.7,35.5µM*,-28.0%,-26.9%,1.6%,-10.5%
C[C@]12CC[C@H](O)C[C@@H]1CC[C@@H]1[C@@H]2CC[C@]2(C)[C@@H](C3=CC(=O)OC3)CC[C@]12O,x,5.6,x,-36.8%,x,x,i
CCCN(CCC)[C@@H]1CCc2ccc(O)cc2C1,x,x,x,-10.5%,2.1%,x,-4.6%
CCCCc1nn2c(=O)cc(COC(=O)Cc3ccccc3)nc2s1,x,-8.2,x,-2.0%,29.7%,x,x
CCOC(=O)NC(C)(C)Cc1ccc(Cl)cc1,x,-12.9,x,29.4%,10.4%[25.6 µM],x,-11.7%
CC1N=C(N)OC1c1ccccc1 (stereo unspecified),x,-1.1,x,u,69.8%,x,i
Cc1ccc(C)c(S(=O)(=O)N2[C@H]3CC[C@@H]2c2cnc(-c4ccc(F)cc4)nc2C3)c1,u,-2.8,u,3.8%,-9.0%,5.1%,i
CNCCc1c[nH]c2ccc(O)cc12,x,x,x,-0.3%,-6.0%,x,u
CN1[C@H]2C[C@H](OC(=O)[C@H](CO)c3ccccc3)C[C@@H]1[C@@H](O)C2,x,7.1,x,-7.9%,x,x,-7.2%
COCc1cn(C[C@H]2C[C@@H]3CCN2C[C@@H]3C(=O)N2CCOCC2)nn1,i,1.0,2.5%[172 µM],3.4%[87.6 µM],-15.8%[87.6 µM],-0.1%[172 µM],-2.5%[88.5 µM]
O=C(Nc1ccon1)c1cccn(Cc2cccc(Cl)c2)c1=O,x,5.2,x,-7.9%,-16.1%,x,x
COCC1CN(C)CC12CCNCC2 (stereo unspecified),-13.3%,30.3,-5.2%,8.5%,u,-3.1%,i
Cc1[nH]c2ccc(O)cc2c1CCN,x,x,x,4.4%,8.9%,x,i
COc1cncc(CN2CCC3(CC2)C(=O)Nc2cc(Oc4ccccc4)c(OC)cc23)c1,u,-6.4,35.5µM*,u,-19.6%,-14.2%,-1.1%
C#C[C@H]1CN2CC[C@H]1C[C@@H]2CNS(=O)(=O)c1ccc(NC(C)=O)cc1,3.6%[174 µM],-6.7,-9.7%[172 µM],6.5%[87.6 µM],7.2%[87.6 µM],1.5%[172 µM],i
COc1ccc(-c2cc([C@H]3CN4CC[C@H]3C[C@@H]4CNS(=O)(=O)c3cccs3)n(C)n2)cc1OC,u,-10.1,u,-8.0%,1.7%,3.5%,1.9%

Whole records, looked up by structure.
COc1ccccc1-c1cc([C@H]2CN3CC[C@H]2C[C@@H]3CNS(=O)(=O)c2ccccc2)n(C)n1 across the screens: 3T3 cytotox = 31.6µM*; IP6K1 inh = 6.6; HEK cytotox = u; SNCA viab count = 9.5%; SNCA expr inh = 7.0%; FLuc inh = 1.3%; GPT2 inh = 0.2%
O=C(Nc1ccon1)c1cccn(Cc2cccc(Cl)c2)c1=O across the screens: 3T3 cytotox = x; IP6K1 inh = 5.2; HEK cytotox = x; SNCA viab count = -7.9%; SNCA expr inh = -16.1%; FLuc inh = x; GPT2 inh = x

Other compounds
Molecule,3T3 cytotox,IP6K1 inh,HEK cytotox,SNCA viab count,SNCA expr inh,FLuc inh,GPT2 inh
Cc1noc(C)c1C(=O)N1C2CCC1CN(C(C)C)C2,u,6.4,-24.9%[172 µM],-2.5%[87.6 µM],-14.7%[87.6 µM],x,i
O=C1c2ccccc2C(=O)C1C(=O)C(c1ccccc1)c1ccccc1,x,-28.3*,x,-9.8%[23.9 µM],-42.7%[25.6 µM],x,u
CN(C)C(=O)[C@H]1CN2CCC1C[C@@H]2Cn1cc(-c2cccc(N)c2)nn1 (stereo partly specified),-8.5%[174 µM],1.3,-20.0%[172 µM],5.9%[87.6 µM],3.2%[87.6 µM],-9.2%[172 µM],-23.7%[88.5 µM]
Cc1nc(-c2ccc(N(C)C)cc2)cc([C@H]2CN3CC[C@H]2C[C@@H]3CNCc2cccc(C#N)c2)n1,28.2µM*,-7.3,25.1µM*,u,-24.8%,u,i
